High-throughput results from PubChem.
LDHA block = qHTS assay for inhibitors of human lactate dehydrogenase; L-lactate dehydrogenase A chain (Homo sapiens), P00338; purified LDHA, NADH/diaphorase-resazurin fluorescence; hits give low values; activity change, % (values are at about 110 or 230 µM); 0.15% of 480,000 active; AID 1347041, 2019; in the data active = activity change below about -30%; inconclusive = mostly about -25% to -30%;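 note: plate controls were DMSO wells for no effect and wells without enzyme for full effect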
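Resorufin fluorescence (ex540/em590), read at 0 and 20 min after diaphorase/resazurin addition, reports the NADH left after a 5 min room-temperature reaction of 2 nM human LDH5 with 0.06 mM NADH and 0.2 mM pyruvate.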
Pol kappa inh = qHTS for Inhibitors of Polymerase Kappa. DNA polymerase kappa (Homo sapiens), Q9UBT6. purified Pol kappa, fluorescent DNA synthesis assay, 10 min. Potency, µM (titrated, usually from 107 µM), inactives show at the highest dose activity, negative = inhibition, actives largely listed as inhibitors. 0.53% of 400,000 active. AID 588579, 2011; note: potency is the fitted concentration of half-maximal effect; % is set by controls: 0 for no effect and ±100 for the full control effect
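First, compounds were pin-transferred onto 10 nM Pol kappa. After 15 min at room temperature, substrate was added to 50 nM final. Fluorescence was then measured kinetically at 0 and 10 min.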
Pol eta inh = qHTS for Inhibitors of Polymerase Eta; DNA polymerase eta (Homo sapiens), Q9Y253; recombinant Pol eta, fluorescent DNA replication assay; Potency, µM (highest dose often 114 µM), for inactives: at the highest dose activity change, negative = inhibition, hits mostly inhibitors; 1.2% of 390,000 active; AID 588591, 2011; note: potency is the fitted concentration of half-maximal effect; % is set by controls: 0 for no effect and ±100 for the full control effect
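Fluorescent replication assay: 50 nM final substrate added after a 15 min room-temperature compound preincubation with 10 nM enzyme. Signal taken at 0 min and again at 10 min.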
Glioma ERSR ind = qHTS for Inducers of the Endoplasmic Reticulum Stress Response (ERSR) in Human Glioma: qHTS; U87-MG GRP78 promoter luciferase reporter, 16 h; Potency, µM, inactives show at the top dose activation, usual class: activators; 0.02% of 420,000 active; AID 602332, 2012; note: potency is the fitted concentration of half-maximal effect; series mostly up to about 76 µM; % of control where 0% means no effect; nearly all actives have a fitted effect of over 35% in size
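ERSR induction read as luciferase luminescence (Bright-Glo, 10 min at room temperature) in stably transfected human U87-MG glioma cells exposed to compounds for 16 h, using GRP78 as sensor.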
APEX1 inh = qHTS Assay for Inhibitors of the Human Apurinic/apyrimidinic Endonuclease 1 (APE1) | recombinant APE1, TAMRA/BHQ-2 abasic DNA cleavage fluorescence | DNA repair nuclease/redox regulator APEX1 (Homo sapiens), P27695 | Potency, µM (doses to about 65.8 µM), for inactives: at the highest dose activity change, negative = inhibition, most hits filed as inhibitors | 0.35% of 350,000 active;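 note: potency is the fitted concentration of half-maximal effect; plate controls were vehicle for no effect and reference inhibitor for full effect; nearly all actives have a fitted effect of over 55% in size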
Target sequence (P27695 whole entry, looked up): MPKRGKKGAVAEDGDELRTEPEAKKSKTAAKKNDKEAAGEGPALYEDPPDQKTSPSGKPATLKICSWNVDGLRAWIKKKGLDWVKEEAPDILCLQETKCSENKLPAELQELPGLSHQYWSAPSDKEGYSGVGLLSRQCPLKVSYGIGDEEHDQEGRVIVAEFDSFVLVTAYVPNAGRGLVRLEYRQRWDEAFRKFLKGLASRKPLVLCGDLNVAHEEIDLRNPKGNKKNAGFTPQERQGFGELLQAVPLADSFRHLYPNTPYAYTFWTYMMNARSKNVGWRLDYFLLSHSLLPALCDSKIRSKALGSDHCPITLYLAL
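Incision of a quenched TAMRA/BHQ-2 THF abasic-site duplex (50 nM) by 0.75 nM APE1, after 15 min compound preincubation, measured as fluorescence increase over three 60 s reads. Values normalized to buffer, DMSO and NSC13755 control wells.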
BLM helicase inh = qHTS Assay for Inhibitors of Bloom's syndrome helicase (BLM); RecQ-like DNA helicase BLM (Homo sapiens), P54132; recombinant BLM DNA unwinding, fluorescence dequenching; Potency, µM (doses to about 56.1 µM), inactives show at the top dose activity change, negative = inhibition, actives largely listed as inhibitors; 0.2% of 350,000 active;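 note: potency is the fitted concentration of half-maximal effect; plate controls were vehicle for no effect and no enzyme for full effect; nearly all actives have a fitted effect of over 35% in size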
POLB inh = qHTS Assay for Inhibitors of DNA Polymerase Beta; P06746; Pol beta primer extension/strand displacement, fluorescence kinetic; Potency, µM (series often up to 114 µM), inactives show at the highest dose activity change, negative = inhibition, hits mostly inhibitors; 1.3% of 340,000 active; note: potency is the fitted concentration of half-maximal effect; % is set by controls: 0 for no effect and ±100 for the full control effect
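Reaction started by 50 nM substrate onto compound-treated Pol beta (10 nM, 15 min preincubation, room temperature); plates read at 0 min and 10 min. Normalized concentration-effect data fitted by four-parameter Hill equation.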
Anesthetic bind = qHTS Assay for Identification of Novel General Anesthetics | Ferritin light chain (Equus caballus), P02791 | apoferritin/1-aminoanthracene competitive binding, fluorescence | Potency, µM (series often up to 77.5 µM), inactives show at the highest dose activity change, negative = displacement, usual class: inhibitors | 0.074% of 350,000 active; note: potency is the fitted concentration of half-maximal effect; % is set by controls: 0 for no effect and ±100 for the full control effect; nearly all actives have a fitted effect of over 20% in size
Target sequence (P02791 2-175 limits assumed): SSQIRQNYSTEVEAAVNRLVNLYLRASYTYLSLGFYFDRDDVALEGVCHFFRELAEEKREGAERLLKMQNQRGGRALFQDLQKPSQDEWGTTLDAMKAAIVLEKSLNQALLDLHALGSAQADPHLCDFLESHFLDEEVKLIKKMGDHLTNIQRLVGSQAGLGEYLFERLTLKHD
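Apoferritin-based anesthetic binding model; compound displacement of fluorescent 1-AMA measured as endpoint fluorescence after 10 minutes at room temperature, scaled to free-ligand and complex controls.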
POLI inh = qHTS for Inhibitors of Polymerase Iota; DNA polymerase iota (Homo sapiens), Q9UNA4; Pol iota fluorescent replication assay, 10 min; Potency, µM (highest dose often 115 µM), for inactives: at the top dose activity, negative = inhibition, actives largely listed as inhibitors; 1% of 390,000 active; AID 588590, 2011; note: potency is the fitted concentration of half-maximal effect
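Pol iota at 10 nM preincubated 15 min with compounds at room temperature; reaction started with fluorescent substrate, 50 nM final. Fluorescence read kinetically at 0 and 10 min; buffer-only wells as negative control.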
An asterisk follows results filed as active; ? = inconclusive; · = no result given; & = joins results of further samples; [ ] = remark or other dose. Unless noted, calls come from the whole dose curve; as a rule, active = well fitted curve in the direction sought with a large enough effect; inconclusive = small, poorly fitted or top-dose-only effect, or another doubt; inactive = no such curve, though single readings can be large; an effect the other way counts as inactive or inconclusive.

mol | LDHA block | Pol kappa inh | Pol eta inh | Glioma ERSR ind | APEX1 inh | BLM helicase inh | POLB inh | Anesthetic bind | POLI inh
CCOC(=O)N1CCN(C(=O)c2cn(C)c(=O)c3c2c2ccccc2n3C)CC1 | 1 | 1% | -12% | -2% | 14% | -14% | 35% | -7% | -11%
CCCCOC(=O)Nc1sc2nc(C)cc(C)c2c1-n1cccc1 | -1 | 1% | -15% | 0% | -4% | -2% | -3% | -8% | 2%
O=C(NCc1ccc(Cl)cc1)C1CCN(S(=O)(=O)c2cccnc2)CC1 | 1 | 4% | -8% | 0% | 21% | -1% | 13% | -9% | 18%
Cc1ccc2sc(-c3ccc(NC(=O)/C=C\C(=O)O)cc3)nc2c1 | -8 | 2% | ? | -8% | -9% | -6% | -18% | -12% | 81%[activator]
COc1cc(=O)n(C)c2c(OCC3OC(C)(C)OC3(C)C)cccc12 (stereo unspecified) | -5 | -10% | -12% | 1% | 16%&-2% | 2%&-3% | 4% | -5% | 17%
O=C(O)CSCC(=O)NCc1ccc(Cl)cc1 | -15 | -4% | 4% | 0% | 3% | 0% | -8% | -8% | 22%
OCc1cccc(Cl)c1Cl | · | -11%[12 µM] | · | 5% | 11% | 1% | · | -21% | ·
Cc1nonc1C1CCCN1C(=O)c1cc(COc2ccc(F)cc2F)on1 (stereo unspecified) | -4 | -7% | -23% | -1% | 9% | -6% | -11% | ? | 15%

The final two entries of the section before come first, to join the parts:
mol | LDHA block | Pol kappa inh | Pol eta inh | Glioma ERSR ind | APEX1 inh | BLM helicase inh | POLB inh | Anesthetic bind | POLI inh
OCc1cccc(Cl)c1Cl | · | -11%[12 µM] | · | 5% | 11% | 1% | · | -21% | ·
Cc1nonc1C1CCCN1C(=O)c1cc(COc2ccc(F)cc2F)on1 (stereo unspecified) | -4 | -7% | -23% | -1% | 9% | -6% | -11% | ? | 15%
CCOc1ccc(C(O)Cc2nc3ccccc3n2C)cc1 (stereo unspecified) | 1 | -7% | -13% | 2% | 2% | 6% | 25% | 4% | 55%[activator]
C#CCOCCOCCOCCNc1nc(N2CCOCC2)nc(N2CCN(C(=O)[C@H](Cc3ccc(O)cc3)n3cc(CCO)nn3)CC2)n1 | 2 | 12% | -12% | -2% | · | · | · | · | 15%
CCc1nnc(NS(=O)(=O)c2ccc(NC(=O)c3ccccc3)cc2)s1 | -6 | -6% | -3% | 1% | 7% | 2% | -5% | -3% | 15%
Cc1cc(NC(=O)c2ccccc2)nc2c1c(=O)oc1ccccc12 | -3 | -8% | -3% | -5% | -3% | 1% | 0% | -14% | 71%[activator]
N#Cc1ccccc1OCc1cn(CC(=O)c2ccc(O)cc2)nn1 | 9 | 1% | -18% | 8% | · | · | · | · | ?
COc1ccc(C(=O)N2CCN(c3c(C)cccc3C)CC2)cc1OC | 3 | 2% | -9% | 1% | 7% | -5% | 16% | -14% | -15%
Cc1cc(C)c2c(=O)[nH]c(=O)n(Cc3ccccc3)c2n1 | -1 | -7% | -11% | -3% | -4% | -3% | -6% | -10% | 25%
Cc1ccc(O)c(-c2[nH]ncc2C(=O)c2ccc(Br)cc2)c1 | -1 | -6% | -13% | -4% | -26% | -7% | -14% | -19% | 29%
COc1cc(C#N)ccc1OC(=O)C1CCN(C(=O)c2ccc(F)cc2)CC1 | 0 | -7% | -23% | -4% | 42% | · | · | · | 34%[activator]
Cc1ccc(C(C(=O)NCc2ccc(F)cc2)N(C(=O)c2csnn2)C2CC2)o1 (stereo unspecified) | 1 | -8% | -13% | 3% | -7% | 2% | 24% | -13% | -5%
Cc1cccc(N2CCN(S(=O)(=O)c3ccc(F)c(C(=O)Nc4cccc(Cl)c4C)c3)CC2C)c1 (stereo unspecified) | 5 | -7%[60.1 µM] | -18% | -3% | · | -6% | 1% | -7% | 18%
COc1ccc(S(=O)(=O)N(C)C[C@H]2Oc3c(NC(=O)NC(C)C)cccc3C(=O)N([C@H](C)CO)C[C@@H]2C)cc1 | 2 | 3% | -9% | -1% | 38% | · | · | · | 36%[activator]
CCC(=O)Oc1c(Sc2ccc(Cl)cc2)c(C)nn1-c1ccccc1 | -11 | -1% | -29% | -5% | · | 68%[activator] | 0% | -5% | ?
CCOc1ccc(C2C(C#N)=C(N)N(N(C)C)C3=C2C(=O)CC(C)(C)C3)cc1 (stereo unspecified) | -3 | -9% | 2% | -2% | 56% | -2% | -10% | -4% | -17%
COc1ccc(OCCCC(=O)Nc2cc(S(=O)(=O)N3CCCCC3)ccc2C)cc1 | -5 | -14% | -20% | -2% | 26% | · | · | · | ?
CCOc1cc(/C=C2\C(=O)N(Cc3ccco3)C(C)=C2C(=O)OC)ccc1O | 9 | -29% | -16% | ? | -5% | -6% | -23% | -23% | ?
COc1ccc(-c2nn(CCC(=O)O)cc2/C=N/NC(N)=S)cc1 | -14 | -10% | 9% | -3% | -4% | -1% | 0% | 6% | 23%
COCCNC(=O)C(OC(=O)c1ccco1)c1ccccc1Cl (stereo unspecified) | -5 | -1% | -2% | -5% | 21% | -2% | 2% | -1% | 47%[activator]
CSC1=NC(=O)/C(=C/c2ccc(SC)cc2)S1 | -6 | -15% | -16% | -5% | 1% | -4% | -19% | -14% | 102%[activator]
COc1ccc2oc(C(=O)NC3CCCCC3)c(C)c2c1 | -1 | 11% | -11% | 4% | 6% | -1% | -23% | -7% | -2%
CCC(C)c1ccc(NC(=O)c2ccco2)cc1 (stereo unspecified) | -7 | -14% | -12% | -10% | 14% | -9% | -15% | ? | -5%
Cc1ccc(NN2C(=O)C=C(c3ccccc3)C2=O)cc1 | -12 | -4% | -6% | -13% | -3% | -1% | 3% | ? | ?
CC1(C(=O)OCC(=O)Nc2cccc(S(=O)(=O)NC3=NCCCCC3)c2)CC1(Cl)Cl (stereo unspecified) | -3 | -1% | -12% | -2% | 19% | -1% | 28% | -12% | 7%
Cc1ccc(-c2cc(C(=O)N3CCN(S(=O)(=O)c4ccc(Br)cc4)CC3)[nH]n2)c(C)c1 | -17 | -4% | -11% | -3% | · | 0% | 12% | -23% | 18%
O=S(O)S(=O)(=O)O | · | 17%[60.1 µM] | · | -8% | ? | -3% | · | 3% | ·
O=C(NCC1CCCO1)c1ccc2nc(N3CCCCC3)sc2c1 (stereo unspecified) | -1 | -2% | -14% | -2% | -3% | 4% | 7% | -10% | 30%
Cc1c(N)cc(C(=O)N2CCOCC2)cc1[N+](=O)[O-] | 0 | -2% | -17% | -4% | 2% | 2% | 29% | -2% | 14%
O=C(CN1C(=O)C2CCCCC2C1=O)Nc1nc(-c2ccccn2)cs1 (stereo unspecified) | 3 | -11% | ? | -3% | 4% | -5% | 1% | -10% | -13%
O=c1[nH]c(SCc2cccc(Cl)c2)nc2c1CCC2 | -3 | -9% | · | · | · | -6% | 0% | 1% | 25%
COc1cc2c(cc1OC)CN(c1nc(CN3CCCC3)nc3sc(C)c(C)c13)CC2 | -3 | -1% | -15% | -8% | 1% | -5% | 8% | -8% | 172%[activator]
Cc1ccc(C)c(S(=O)(=O)N2CCCOC2CNC(=O)C(=O)NCc2ccco2)c1 (stereo unspecified) | -7 | -4% | -3% | -2% | -5% | 1% | 51% | 6% | 23%
Cc1nn(CC(=O)Nc2ccc(C(=O)N(C)C)cc2)c(=O)c2ccccc12 | -4 | -2% | 4% | -4% | 2% | -2% | 2% | 1% | 10%
COc1ccc2c(=O)c(-c3ccccc3)c(C)oc2c1 | -2&-4 | -2% | 6% | 10% | 2% | 1% | -2% | -23% | 16%
COc1ccccc1N1CCN(C(=O)c2cc(S(=O)(=O)N3CCCCC3)ccc2C)CC1 | 8 | -3% | -25% | -4% | 15% | · | · | · | 22%
COc1ccc(-n2nnnc2SCC(=O)c2ccc(O)c(O)c2)cc1 | 13 | 40µM* | 40µM* | -1% | ? | 1% | 20µM* | -4% | ?
C=CCn1cc(C(=O)N2CCN(c3ccccc3)CC2)c(=O)c2cc(S(=O)(=O)N3CCCC3)ccc21 | -9 | -22% | -9% | -3% | -8% | 0% | 2% | -20% | -2%
CN1Cc2c(N3CCOCC3)nc3sc(C#N)c(N)c3c2CC1(C)C | 3 | -10% | -3% | -5% | 10% | -7% | 4% | 56%[activator] | 37%[activator]
COc1ccc(-c2noc(-c3nnn(-c4ccc(C(C)C)cc4)c3C)n2)cc1OC | -10 | 22% | · | · | · | -8% | ? | -10% | -11%
Cc1ccccc1OCCC(=O)OCC(=O)NCCc1ccccc1 | -5 | -13% | -10% | -4% | -8% | · | · | · | 8%
Cc1cccc(N2CCN(C(=O)C3CC(=O)N(c4ccc5c(c4)OCCO5)C3)CC2C)c1 (stereo unspecified) | 2 | 4% | -13% | -3% | -18% | · | · | · | -47%
CC(=O)N[C@@H]1C(O)OC(CO)C(O)C1O (stereo partly specified) | · | -15%[60.1 µM] | · | -4% | · | -12% | · | 9% | ·
Cc1cccc(Nc2nc(-c3cccs3)cs2)n1 | -5 | -6% | -4% | -1% | -4% | 1% | -1% | -16% | -8%
Cc1cccc2cc(CN(Cc3cccnc3)C(=O)c3cccs3)c3nnnn3c12 | · | · | · | · | -2% | -2% | -21% | -4% | ·
O=S(=O)(c1cnc[nH]1)N1CCN(c2ccc(F)cc2)CC1 | -5 | -6% | -5% | -4% | -2% | 1% | -1% | 1% | ?

A portion of the library. The share of hits here may be higher or lower than overall.
